Assay outcomes as filed in PubChem BioAssay.
NR2E3 ag-1: NR2E3 agonists in two-hybrid cells, primary screen, cell-based, luminescence, CHO-S, Gal4-NCOR/VP16-NR2E3 | Photoreceptor-specific nuclear receptor (Homo sapiens), Q9Y5X4 | luciferase | inhibition of corepressor binding, % at 3.98 µM | hit rate 0.35% among 360,000 | AID 602229, 2012;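 active = inhibition above the mean of all tested compounds plus 3 SD, cut at about 70% in these data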;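 also: 0% = DMSO with NR2E3 transfected cells and 100% = cells lacking NR2E3 construct; higher means lower luciferase signal from less NR2E3 corepressor binding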
Target sequence (Q9Y5X4 whole entry, looked up, the tested form may be a part): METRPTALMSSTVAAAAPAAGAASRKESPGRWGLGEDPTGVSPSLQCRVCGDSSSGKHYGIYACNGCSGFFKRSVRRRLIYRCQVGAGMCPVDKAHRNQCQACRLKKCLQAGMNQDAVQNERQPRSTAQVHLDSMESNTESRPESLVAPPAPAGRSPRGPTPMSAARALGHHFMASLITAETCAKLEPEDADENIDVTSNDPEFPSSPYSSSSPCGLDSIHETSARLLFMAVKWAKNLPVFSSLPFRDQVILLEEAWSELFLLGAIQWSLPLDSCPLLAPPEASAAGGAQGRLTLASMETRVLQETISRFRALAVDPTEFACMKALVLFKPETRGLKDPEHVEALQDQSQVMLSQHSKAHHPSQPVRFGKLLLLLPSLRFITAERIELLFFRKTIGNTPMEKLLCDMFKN
Shn3 inh set2: reduction of Shn3 3'UTR firefly luciferase signal, primary screen, Schnurri-3 inhibitor project, cell-based, Clone20 osteoblasts, set 2. Clone20 osteoblast Shn3 3'UTR firefly luciferase, 24 h. AID 588674, 2011. hit rate 0.52% among 360,000. inhibition, % at 12.5 µM;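 active = mean inhibition of at least 75% with every replicate also reaching 75%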;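 also: 0% = median of neutral control wells and 100% = pilot-screen positive control compound; some compounds past the cut are filed as inactive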
HIF-2a block: HIF-2a reporter inhibitors, primary screen, luminescence, 786-0 RCC cells; inhibition, % at 18.8 µM; hit rate 0.72% among 360,000; 786-0 RCC cells HIF-2a reporter, luciferase luminescence, overnight;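 active = inhibition of the luminescence signal of 40% or more relative to plate controls, in a single-dose primary screen at 18.75 µM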
TWEAK-Fn14 inh: inhibitors of TWEAK-Fn14 signaling, primary screen, luciferase reporter cells, uHTS; inhibition, % at 10 µM; TWEAK-stimulated Fn14 reporter cells, luciferase luminescence, 8 h; AID 1159606, 2016; hit rate 2% among 360,000; in the data active = inhibition above about 50%
NR2E3 ag-2: inhibitors of NR2E3-RetCOR corepressor binding, primary screen, NR2E3 agonist project, biochemical, TR-FRET, GST-NR2E3, biotin-RetCOR. hit rate 0.12% among 320,000. AID 2300, 2010. 1536-well. Photoreceptor-specific nuclear receptor (Homo sapiens), Q9Y5X4. inhibition of corepressor binding, % at 4.78 µM;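 active = percent inhibition above the cutoff of mean plus 3 SD of all tested compounds, set per screening campaign, cut at about 20% in these data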;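 also: 0% = DMSO wells and 100% = biotin wells as full block of FRET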
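Assay system: NR2E3–RetCOR corepressor complex. Quantity: 1.35 nM GST-NR2E3. Buffer or medium: pH 7.5 Tris-based buffer. Reagent: biotinylated RetCOR corepressor at 7 nM final. Schedule: 5 h at 4 °C. Detection: TR-FRET, emission read at 617 and 671 nm. Replicates: one well per compound, singlicate testing.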
KKLEB tox: cytotoxicity in KKLEB CF airway cells, primary screen, cytotoxicity control for CF NF-kB inhibitor project, cell-based, uHTS, fluorescence assay plates. AID 602141, 2011. KKLEB CF airway cells viability, ATPlite luminescence, overnight; hits give low values; cells stimulated with P. aeruginosa culture filtrate. hit rate 0.36% among 360,000. activity change (cytotoxicity), % at 5 µM;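 active = corrected activity change at or below -50% at 5 µM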
MITF TRPM1 inh: inhibitors of MITF-dependent TRPM1 promoter reporter, primary screen, cell-based, SK-MEL-5, single point, luciferase; inhibition, % at 12.5 µM; AID 488899, 2010; hit rate 0.83% among 330,000; SK-MEL-5 TRPM1 promoter luciferase, 24 h;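 active = mean inhibition across replicates of 60% or more, whatever share of single replicates reaches that level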; also: values of inactives mirror those of a sister screen read the other way
hiPSC survival: enhancers of single-cell hiPSC survival, primary screen, ATPlite luminescence; survival enhancement, % at 20 µM; hit rate 0.044% among 360,000; 100% = ROCK inhibitor wells, 0% = DMSO; AID 602274, 2012; in the data active = survival enhancement above about 18%;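 also: cells exposed to compounds for 16 hours before the ATP read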
CF NFkB inh: inhibitors of PAF-induced NF-kB signaling, primary screen, cell-based, GFP fluorescence, uHTS; KKLEB NF-kB-GFP reporter, GFP fluorescence overnight; inhibition, % at 5 µM; hit rate 0.86% among 360,000;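 active = at least 50% inhibition at 5 µM, scaled per plate between neutral and stimulator controls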;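 also: PAF is a Pseudomonas aeruginosa culture filtrate used as stimulus; plate controls were PAF-stimulated DMSO wells for no effect and unstimulated DMSO wells for full effect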
aDG glyco act: activators of alpha-DG glycosylation, primary screen, uHTS, Pro5-aDG cells, AlphaScreen | alpha-DG glycosylation AlphaScreen (IIH6); 0% Pro5, 100% B10-LARGE cell signal | activation, % at 10 µM | hit rate 0.22% among 360,000;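 active = activation of at least 8% versus controls, or a plate z-score of at least 8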;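 also: Pro5 are CHO cells carrying HIG-tagged alpha-DG that lacks glycosylation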
Peg3 prom inh: Peg3 promoter-driven luciferase inhibitors, primary screen, cell-based, HeLa, luciferase luminescence. hit rate 1.7% among 360,000. HeLa PEG-Prom luciferase reporter, overnight. inhibition, % at 20 µM. AID 588405, 2011;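 active = inhibition of at least 50% at 20 µM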
Active calls of the source: *; · = no result given.

molecule | NR2E3 ag-1 | Shn3 inh set2 | HIF-2a block | TWEAK-Fn14 inh | NR2E3 ag-2 | KKLEB tox | MITF TRPM1 inh | hiPSC survival | CF NFkB inh | aDG glyco act | Peg3 prom inh
N#Cc1ccc(CN2CCN(CC(=O)NCCc3ccc(Cl)cc3Cl)CC2)cc1 | -11 | 13 | 19 | -8 | -3 | 1 | 0 | 0.0 | -18 | 0.0 | 27
COc1ccc(S(=O)(=O)N2CCOC23CCN(S(=O)(=O)c2ccc([N+](=O)[O-])cc2)CC3)cc1 | 2 | 34 | 3 | -8 | 1 | -9 | 9 | -0.5 | 7 | -0.1 | 21
O=C(C[n+]1cc(-c2ccc(Cl)cc2)n2c1CCCCC2)c1ccccc1 | -12 | -11 | -79 | -18 | 2 | -4 | 0 | -0.6 | 2 | 0.0 | -58
CC(C(=O)NC1CCCc2ccccc21)N1C(=O)C2CCCCC2C1=O (stereo not drawn) | -25 | -10 | 10 | 6 | 1 | -2 | 5 | -0.7 | 19 | 0.7 | -11
O=C(c1ccc(Cn2c(=S)[nH]c3ccccc3c2=O)cc1)N1CCN(c2ccccn2)CC1 | 6 | 82 | 18 | -10 | -3 | 3 | 33 | 0.0 | -11 | 2.5 | 16
COc1ccc([N+](=O)[O-])cc1NC(=O)Cc1c(Cl)cccc1Cl | -23 | -7 | 15 | -22 | -2 | 5 | -10 | -1.0 | -18 | -0.1 | 5
CC(C)OCCCNC(=O)Cn1nc(-c2ccccc2)ccc1=O | 18 | -2 | -12 | 5 | 2 | 12 | 6 | -0.9 | -24 | -0.1 | 7
CCc1noc(C)c1C(=O)Oc1ccc(N(C)S(=O)(=O)c2ccc(C)cc2)cc1 | 36 | 60 | 6 | 29 | 3 | -1 | 18 | -0.6 | -14 | 0.5 | 24
COc1ccc(N=CC2CCCCC2=O)c([N+](=O)[O-])c1 (stereo not drawn) | -40 | -19 | -253 | -32 | · | -9 | -50 | 0.6 | -2 | 0.1 | -233
O=C(Oc1ccc(Cl)c2cccnc12)c1ccco1 | -8 | 17 | 9 | 1 | -6 | 7 | 25 | -1.5 | -5 | -0.3 | -11
CCCCOC(=O)c1ccc(S(N)(=O)=O)o1 | -13 | -6 | -53 | -4 | 1 | 15 | -8 | -2.0 | 3 | -0.4 | -24
CCC(C)C(NC(=O)C1CCC(C)CC1)C(=O)NCc1ccco1 (stereo not drawn) | -3 | -2 | 16 | 32 | 4 | -9 | -6 | 0.2 | 4 | 0.1 | 9
Cc1cc(C(F)(F)F)nn1CC(=O)Nc1cccnc1 | -12 | 16 | -1 | 66* | 6 | 7 | -7 | 2.7 | -9 | 0.0 | 2
CCOc1ccccc1CN1CCNC(=O)C1CC(=O)NC1CCCCCCC1 (stereo not drawn) | -8 | -3 | 5 | 14 | 5 | -4 | 5 | -0.3 | 2 | 0.0 | 9
Cc1ccc(SCc2[nH]nc3c2C2(C(=O)Nc4ccc(F)cc42)C(C#N)=C(N)O3)cc1 (stereo not drawn) | 8 | 9 | 10 | 18 | 1 | -12 | 2 | -0.9 | 7 | 0.4 | 20
CCCCc1ccc(S(=O)(=O)NC(=O)C2(C)CCN2C(=O)c2c(C)noc2C)cc1 (stereo not drawn) | 1 | 1 | 1 | 16 | · | 6 | · | 5.2 | -3 | -0.3 | -15
CN(C)S(=O)(=O)c1ccc(Cl)c(NC(=O)COC(=O)CNC(=O)c2ccco2)c1 | 16 | -3 | 13 | 3 | 6 | 7 | 5 | -0.1 | 3 | -0.4 | 4
Cc1cc(C)n(S(=O)(=O)c2ccc(F)cc2)n1 | -3 | 7 | 8 | 73* | 2 | -17 | -2 | -0.2 | -10 | 0.3 | 13
CCO/C=N/c1c(C#N)c(CC#N)nn1-c1ccccc1 | 2 | -5 | 13 | 5 | 3 | -2 | 6 | 0.8 | 4 | 0.0 | 4
O=c1[nH]c(=O)n(C2CCCCCC2)c(O)c1C=NCc1ccc(F)cc1 | -12 | 21 | 22 | 10 | -2 | -12 | -13 | -1.1 | 18 | 0.8 | 10

Some of these compounds in order of their number in Peg3 prom inh, high to low:
Compound,Peg3 prom inh
Cc1cc(C)n(S(=O)(=O)c2ccc(F)cc2)n1,13
CC(C)OCCCNC(=O)Cn1nc(-c2ccccc2)ccc1=O,7
COc1ccc([N+](=O)[O-])cc1NC(=O)Cc1c(Cl)cccc1Cl,5

Continued.
molecule | NR2E3 ag-1 | Shn3 inh set2 | HIF-2a block | TWEAK-Fn14 inh | NR2E3 ag-2 | KKLEB tox | MITF TRPM1 inh | hiPSC survival | CF NFkB inh | aDG glyco act | Peg3 prom inh
Cc1ccc(NC(=O)CCNC(=O)c2ccc(Cl)cc2)cc1C | -17 | -8 | -25 | -8 | -1 | -16 | -9 | 0.5 | 17 | 0.0 | -6
CCCCC(=O)Nc1cc(NC(=O)CC)ccc1Cl | -9 | 2 | 9 | 4 | -4 | 2 | 9 | -4.2 | 9 | 0.0 | 10
COc1ccccc1CNC(=O)CCCc1ccccc1 | -23 | -2 | -41 | -2 | -1 | 11 | -1 | 0.1 | 4 | -0.2 | -23
CC1=C(C(=O)Nc2ccccc2)C(c2cccs2)NC(=O)N1 (stereo not drawn) | 0 | -8 | 17 | 11 | 2 | -17 | 1 | 0.6 | 3 | 0.1 | 21
COc1ccc(Br)c(Cn2c(C)c(C(=O)NCc3cccs3)sc2=O)c1 | -14 | 5 | 10 | -3 | · | 5 | · | 2.6 | -11 | 0.0 | 8
CCOc1ccc(NC(=O)C(Cc2ccccc2)NC(=O)C2CCCCC2)cc1 (stereo not drawn) | -12 | 2 | 12 | -10 | 3 | 3 | -1 | 1.6 | 7 | -0.1 | 5
COc1ccc2oc(=N)c(C(=O)Nc3ccc(Cl)cc3)cc2c1 | 22 | -7 | -18 | -12 | -1 | 21 | -21 | 0.3 | -18 | -0.1 | -60
O=C1Nc2ccc(Cl)cc2C12OCCCO2 | -15 | -11 | 12 | 0 | · | -11 | 13 | -0.1 | 11 | 0.0 | -2
Cc1c(C(=O)OCc2ccccc2)nnn1-c1nonc1N | -7 | -7 | -18 | -6 | 3 | 2 | -8 | 0.4 | -9 | 0.0 | -22
CCOc1cc(N2CCOCC2)c(OCC)cc1NC1=NCCCCC1 | -11 | 1 | 8 | 31 | 4 | -12 | -1 | 2.2 | 3 | 0.4 | 4
O=C(CSc1ccc(-c2ccncc2)nn1)N1CCN(c2ccccc2)CC1 | 5 | -1 | 20 | 11 | 3 | -3 | 15 | 0.5 | 7 | 1.2 | 19
Cc1cc(C)cc(NC(=O)CSc2cc(C(=O)c3nccn3C)c3ccccc3n2)c1 | -6 | 32 | 17 | -9 | 2 | 2 | 23 | -0.6 | -7 | 1.1 | 41
Cc1cccc(C)c1NC(=O)CN(c1c(C)cccc1C)S(C)(=O)=O | -5 | -13 | 3 | 14 | · | -5 | · | -1.3 | 14 | 0.0 | 2
COc1cccc(N2CCN(C(=O)CCS(=O)(=O)c3ccc4c(c3)oc(=O)n4C)CC2)c1 | 16 | 9 | 2 | 4 | -2 | 15 | 8 | -0.4 | -3 | -0.1 | -2
Cc1ccc(CN(C)C(=O)C2CCN(C(=O)Nc3ccccc3)CC2)o1 | 11 | -13 | -16 | -14 | · | 6 | -4 | 0.2 | 0 | 0.0 | -14
COc1ccccc1C(=O)OCCCN=C1NS(=O)(=O)c2ccccc21 | -15 | -4 | 17 | -8 | -1 | 1 | 15 | -0.2 | -5 | -0.2 | -2
Cc1ccc(/C=C/C(=O)Nc2ccncc2)o1 | -14 | -3 | -26 | 17 | -1 | 17 | -10 | -1.9 | -10 | 0.1 | -21
Clc1cccc(Cl)c1CSc1nnc(/C=C/c2ccccc2)o1 | -77 | -15 | -122 | -27 | 1 | -9 | -12 | -2.1 | 30 | -0.1 | -58
O=C(CNC(=O)c1ccc2ccccc2c1)NCc1ccccc1F | -28 | 0 | -37 | -9 | 0 | 1 | -3 | -0.6 | -2 | 0.0 | -6
COCCCn1c(SCC(=O)Nc2ccc(C(C)=O)cc2)nc2ccccc2c1=O | -63 | 19 | -172 | -9 | 1 | -22 | -17 | -0.8 | -23 | 0.2 | -144
O=[N+]([O-])c1ccccc1/C=N/N1CCN(c2ccccn2)CC1 | -79 | -49 | -218 | -15 | 0 | 5 | -44 | -2.5 | -10 | -0.2 | -161
O=C(COC(=O)c1ccc(-c2ccc([N+](=O)[O-])cc2)o1)NC(=O)NC12CC3CC(CC(C3)C1)C2 | -21 | -8 | 12 | 4 | 1 | 0 | 6 | -0.9 | -2 | -0.2 | -9
O=c1[nH]c2ccccc2cc1-c1nnn(-c2ccccc2)n1 | -8 | 76 | 1 | 9 | -2 | 14 | 10 | -2.1 | -38 | -0.2 | -9
COc1cc(C(=O)Nc2ccc(NC(=O)C3CCCCC3)nc2)cc(OC)c1OC | -18 | -7 | 21 | -22 | · | -8 | -5 | 0.3 | 7 | 0.1 | -8
CCN(CC(=O)NC(C)C)C(=O)[C@@H](NC(=O)c1ccco1)C(C)C | 3 | 5 | 9 | 6 | -3 | 7 | 1 | 0.2 | 15 | 0.0 | 6
Cc1noc(C)c1C(=O)OCC(=O)/C=C1\N(C)c2ccccc2C1(C)C | 2 | 3 | 11 | -1 | 1 | -7 | -2 | 0.2 | 3 | 0.5 | -13
COc1ccc(N2CCOCC2)c(NC(=O)c2ccco2)c1 | -6 | 17 | 8 | -1 | 1 | -16 | -11 | 0.4 | 20 | 0.4 | 2
Cc1cc(C(=O)COC(=O)c2cccc(NS(C)(=O)=O)c2)c(C)n1CC1CCCO1 (stereo not drawn) | 44 | 45 | 8 | 92* | · | -17 | 26 | -0.5 | 15 | 0.1 | 39
N[C@@H](Cc1cnc[nH]1)C(=O)Nc1ccc2ccccc2c1 | -21 | -35 | -5 | 48 | · | 5 | -13 | 1.8 | -25 | 0.2 | -32
CCOc1ccc(NS(=O)(=O)c2ccc3[nH]c(=O)oc3c2)cc1 | -52 | 1 | -18 | 13 | 3 | -2 | 0 | -0.2 | -2 | 0.1 | -9
Cc1cccc(OCC(=O)O/N=C(\N)Cc2ccc(Cl)cc2)c1 | 0 | 6 | -5 | -8 | 4 | 7 | -3 | 5.1 | -12 | 0.1 | 23
